# Screens (PubChem)
# OXTR agonist: activates the human oxytocin receptor; CHO-OTR cells, Fluo-8 calcium fluorescence; normalized: DMSO 0%, oxytocin 100%; P30559; activation, % at 3 µM; 320,000 compounds, 0.32% hits; AID 2435;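 active = activation above the mean of all tested compounds plus 3 SD, cutoff set per screening run, cut at about 20% in these data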;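 note: peak over basal fluorescence ratio from a 100 s FLIPR kinetic read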
# M1 PAM: human CHRM1 positive allosteric modulation. P11229. CHO-K1 hM1, Fluo-8 calcium fluorescence, ACh EC20; 0% = ACh EC20, 100% = maximal ACh. activation, % at 3 µM. 360,000 compounds, 0.088% hits; in the data active = activation above about 19%, passing the limit was not always enough
# Target sequence (P11229 whole entry, looked up): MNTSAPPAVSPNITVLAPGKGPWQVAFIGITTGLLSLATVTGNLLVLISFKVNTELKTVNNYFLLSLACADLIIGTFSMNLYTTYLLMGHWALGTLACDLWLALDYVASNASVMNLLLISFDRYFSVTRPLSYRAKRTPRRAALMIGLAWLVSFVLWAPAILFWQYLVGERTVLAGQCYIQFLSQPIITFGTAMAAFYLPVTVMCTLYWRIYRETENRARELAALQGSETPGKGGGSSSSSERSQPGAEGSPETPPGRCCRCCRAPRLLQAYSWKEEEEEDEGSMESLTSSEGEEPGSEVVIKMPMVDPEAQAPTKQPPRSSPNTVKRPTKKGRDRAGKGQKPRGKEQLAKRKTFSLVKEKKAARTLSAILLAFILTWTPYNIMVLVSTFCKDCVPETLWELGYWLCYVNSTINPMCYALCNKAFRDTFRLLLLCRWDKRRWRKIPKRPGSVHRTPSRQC
# CHO parental Ca: counter-screen: ATP calcium response change in parental CHO cells; parental CHO-K1, ATP-induced calcium, Fluo-8 fluorescence; 330,000 compounds, 0.63% hits; inhibition, % at 5.6 µM; AID 463079;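 active = inhibition above that plate's mean sample inhibition plus 3 SD, cut at about 26% in these data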;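 note: 0% = ATP-challenged DMSO wells and 100% = DMSO wells without ATP; some compounds past the cut are filed as inactive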
#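 Material: parental CHO cells / Compound: single nominal dose of 5.6 µM per compound / Signal: Fluo-8 fluorescence / Replicates: singlicate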
# OXTR potentiate: human OXTR potentiation. CHO-OTR cells, Fluo-8 calcium fluorescence, potentiator mode; 0% = oxytocin EC15, 100% = EC100. activation, % at 3 µM. 320,000 compounds, 0.061% hits. AID 2445;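 active = activation above that plate's cutoff, the mean activation of tested compounds plus 3 SD, cut at about 6.6% in these data, passing the limit was not always enough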;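 note: 100% uses oxytocin at 75 nM as the full agonist control; some results filed as inactive read as strong as hits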
#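 System: human OTR in CHO cells; Also added: sub-maximal oxytocin, roughly EC15; Timing: compound 6 min at room temperature before oxytocin, 100 s read; Technique: Fluo-8 intracellular calcium fluorescence, ex 470-495, em 515-575 nm; Controls: oxytocin EC15 low and EC100 high; Replication: singlicate.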
# V1R ag counter: V1a receptor agonism, counter-screen for OXTR agonists; P37288; CHO-V1R cells, Fluo-8 calcium fluorescence, agonist mode; 0% DMSO, 100% 3 nM vasopressin; activation, % at 3 µM; 320,000 compounds, 0.25% hits; AID 2797;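 active = activation above the mean activation of all tested compounds plus 3 SD, per screening run, cut at about 20% in these data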;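 note: signal is peak over basal fluorescence ratio across a 100 second FLIPR read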
# M1 antag: blocks human M1 muscarinic receptor. P11229. CHO-K1 hM1, Fluo-8 calcium fluorescence, ACh EC80 antagonist. inhibition, % at 3 µM. 360,000 compounds, 1.3% hits;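 active = percent inhibition above its own plate's cutoff, namely the mean of that plate's compound wells plus 3 SD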;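 note: peak over basal fluorescence ratio during 140 s after agonist addition; 0% = ACh EC80 plus DMSO and 100% = DMSO alone without agonist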
# TAAR1 ag: human TAAR1 agonism. activation, % at 3 µM. AID 624467. CHO RD-HGA16 TAAR1, Fluo-8 calcium fluorescence; vehicle wells 0%, saturating PEA agonist 100%. Q96RJ0. 360,000 compounds, 0.99% hits;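 active = activation above the mean activation of all test compounds in the run plus 3 SD, cut at about 38% in these data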
# Target sequence (Q96RJ0 whole entry, looked up): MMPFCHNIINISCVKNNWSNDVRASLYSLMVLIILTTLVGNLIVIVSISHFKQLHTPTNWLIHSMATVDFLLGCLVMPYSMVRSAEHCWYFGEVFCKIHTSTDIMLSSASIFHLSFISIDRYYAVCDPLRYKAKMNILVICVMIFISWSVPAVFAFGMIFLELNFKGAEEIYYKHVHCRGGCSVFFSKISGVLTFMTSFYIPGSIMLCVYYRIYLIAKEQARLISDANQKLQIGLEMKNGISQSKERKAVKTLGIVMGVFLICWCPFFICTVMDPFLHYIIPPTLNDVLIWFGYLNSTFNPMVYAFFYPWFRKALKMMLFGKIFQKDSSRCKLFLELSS
#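 Benchmarks: low control DMSO, high control PEA (EC100); System: CHO RD-HGA16 cells carrying human TAAR1 plus Gα16; Detection: Fluo-8 fluorescence, 5 s baseline then 140 s kinetic read; Schedule: 17-24 h plating, Fluo-8 75 min 37 °C, 30 min RT; Read-out basis: % activation from peak over basal fluorescence ratio, DMSO-to-PEA scaled.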
# CHRM1 agonist: human M1 muscarinic receptor agonism. P11229. CHO-K1 hM1, Fluo-8 calcium fluorescence, agonist mode; 0% DMSO, 100% acetylcholine EC100. 360,000 compounds, 0.33% hits. AID 588814. activation, % at 3 µM;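 active = activation above the run's mean compound activation plus 3 SD, cut at about 16% in these data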;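 note: peak over basal fluorescence ratio within a 140 s kinetic read after compound addition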
# TAAR1 antag: human TAAR1 antagonism; Q96RJ0; CHO RD-HGA16 TAAR1, Fluo-8 calcium fluorescence, antagonist; inhibition, % at 3 µM; 360,000 compounds, 1.5% hits; AID 624466;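 active = inhibition above a per-plate cutoff, the mean inhibition of test compounds on that plate plus 3 SD, cut at about 49% in these data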;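 note: 0% = DMSO plus EC80 beta-PEA response and 100% = DMSO alone without agonist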
#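 Test system: hTAAR1-expressing CHO RD-HGA16 cells, Gα16-coupled; Probe or stimulus: EC80 β-phenethylamine stimulus; Compound dosing: single nominal final test compound concentration of 3 µM; Timing: 140 s kinetic read after compound, 140 s after agonist; Signal: Fluo-8 calcium-sensitive fluorescence; Measure: % inhibition of agonist calcium response; Controls: DMSO and EC80 PEA controls.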
# * marks the source's active call; other numbers are inactive results; x = not tested or not shown.
# Results follow in this order: OXTR agonist	M1 PAM	CHO parental Ca	OXTR potentiate	V1R ag counter	M1 antag	TAAR1 ag	CHRM1 agonist	TAAR1 antag
COc1ccc2cc3cc(C(=O)NCCN4CCN(Cc5ccccc5)CC4)oc3nc2c1
→ -1.2	3.4	-32.6	-12.7	0.5	-7.3	2.5	-5.4	13.3
COc1cc2c(cc1OC)[C@H](C)N(C(=O)CSc1nc(O)c(C(C)C)c(=O)[nH]1)CC2
→ 0.2	3.2	-13.6	-0.8	0.4	-12.1	1.1	-1.4	13.4
COc1cc(C)c(N)cc1C(C)C
→ 0.6	9.4	-14.4	5.5	-0.3	-17.9	2.7	-1.7	-9.8
CCCSCCCNC(=O)Cn1cc2c(n1)CCCCC2
→ -2.1	6.0	6.5	7.4	-0.8	-11.6	-0.3	-4.8	-11.6
Cn1c(CCN2CCCCC2)nc2cc(NC(=O)COc3ccccc3)ccc21
→ 0.1	-7.7	-23.7	5.9	0.2	10.1	0.9	-5.5	5.2
CCN(CC(=O)NCc1cccs1)C(=O)c1ccc(-c2ccc(F)cc2)o1
→ -1.3	8.2	-10.0	-4.5	-1.1	-4.4	8.6	-4.8	-3.6
CCOC(OCC)P(=O)(c1ccccc1)c1ccccc1
→ 1.5	2.8	-2.1	7.0	0.3	4.0	3.3	-0.3	-5.8
O=C(Cn1ncn2c(cc3ccccc32)c1=O)NCc1ccco1
→ 7.0	8.3	-1.9	1.1	1.4	-11.2	1.1	-5.8	-1.7
CCCCN(CCCC)Cc1ccc(C(=O)NNC(=O)Nc2ccc(F)cc2)o1
→ -1.4	6.0	-16.9	0.5	-0.3	-5.6	-4.9	-7.2	-6.8
Cc1nc(SCC(=O)NCC2CCCO2)[nH]c(=O)c1C (stereo not drawn)
→ 0.9	4.0	4.0	5.1	-0.2	-4.0	3.5	3.2	-23.6
CCc1ccc(C2C(C(C)=O)=C(C(=O)OC)Nc3nnnn32)cc1 (stereo not drawn)
→ -0.4	11.3	5.3	-0.3	0.5	0.0	7.8	0.2	-7.0
O=c1cc(CO)[nH]cc1OCc1ccccc1
→ -0.9	8.8	-16.0	-2.4	0.2	-13.0	13.5	-0.1	-20.1
O=C(c1cc2ccccc2oc1=O)N(Cc1cccc(Br)c1)C1CCS(=O)(=O)C1 (stereo not drawn)
→ -0.7	1.6	-19.6	-1.8	0.3	-7.5	6.5	-1.3	-20.0
CC(C)(C)NS(=O)(=O)c1ccc(OCC(=O)Nc2ccc3c(c2)OCCO3)cc1
→ 0.0	3.1	7.6	-11.7	0.3	-9.3	1.4	-1.8	-11.7
CC1CN(S(=O)(=O)N(C)C)CCN1S(=O)(=O)N(C)C (stereo not drawn)
→ 0.5	5.6	-1.4	-2.5	0.7	-11.0	14.5	-6.0	-14.5
CCCCNC(=S)N1CCN(CC)CC1
→ 0.0	-5.8	3.9	-8.0	-0.2	4.2	38.8*	-12.9	-34.7
C[C@H](CO)N1C[C@H](C)[C@@H](CN(C)S(=O)(=O)c2cccc(F)c2)OCc2cn(nn2)CCCC1=O
→ x	0.4	x	x	x	-5.6	-0.5	-7.7	-2.9
O=C(O)C(Cc1ccccc1)N1C(=O)/C(=C/C=C/c2ccco2)SC1=S (stereo not drawn)
→ x	10.5	x	x	x	-12.7	1.5	-0.7	-28.2
CCCc1cc2c(cc1NC(=O)c1ccc(Br)cc1)OCO2
→ -2.5	-0.2	-2.1	-8.7	-1.6	8.7	-4.0	-0.6	-2.1
Oc1c(CN2CCCCC2)ccc2cccnc12
→ x	-1.4	x	x	x	-6.4	3.1	-5.8	-19.9

# (listing goes on)
# Results follow in this order: OXTR agonist	M1 PAM	CHO parental Ca	OXTR potentiate	V1R ag counter	M1 antag	TAAR1 ag	CHRM1 agonist	TAAR1 antag
Cc1ccc(NS(=O)(=O)c2c(C)nc3sccn3c2=O)cc1C
→ 2.5	-6.3	-2.8	-10.4	1.4	3.1	6.2	-9.0	-28.7
Oc1ccc(C[C@H]2CN([C@@H](Cc3ccc(O)cc3)CN3CCC[C@@H]3CN3C(=S)NC[C@@H]3Cc3ccccc3)C(=S)N2CCc2ccccc2)cc1
→ x	4.0	x	x	x	11.1	1.3	-1.3	-11.5
FC(F)(F)c1ccc(Cl)c(NC(=S)N/N=C/c2ccccc2Cl)c1
→ 0.1	4.2	-27.1	-9.2	-0.4	-1.6	3.6	-2.8	-32.1
COc1ccc(S(=O)(=O)N2CCCCCC2)cc1NC(=O)CCNC(=O)c1ccc(Cl)cc1
→ x	1.9	x	x	x	-7.0	5.2	-4.6	-9.8
Cc1cccc(OCc2nnc(N)s2)c1
→ 1.4	-2.2	2.1	-5.0	0.6	-8.8	10.3	1.3	-9.4
COc1cc(C2CC(=O)OC3=C2C(=O)CC(C)(C)C3)cc(OC)c1OC (stereo not drawn)
→ 0.8	2.8	-3.8	-0.3	-0.4	-1.6	1.0	-5.2	-20.0
CCOC(=O)CN1C(=O)C(O)(C2CCc3ccccc3C2=O)c2ccccc21 (stereo not drawn)
→ -0.2	4.3	-11.2	-24.3	-1.1	-3.8	9.6	-1.0	2.1
O=C1CCCN1CN(C(=O)c1ccc2c(c1)OCO2)c1cccc(Cl)c1
→ -0.8	5.4	-11.3	-1.7	0.2	-2.4	1.1	-6.8	10.5
Clc1cccc(-c2ccc3ncnc(NCc4cccnc4)c3c2)c1
→ -1.3	8.5	-33.3	3.0	-0.5	7.3	4.1	-2.1	6.0
CCOC(=O)N1CCN(C(=O)CNC(=O)c2nn(-c3ccc(OC)cc3)c(=O)c3ccccc23)CC1
→ -1.9	2.3	-9.9	-1.4	0.1	-1.1	13.4	-0.1	42.7
CCc1ccc(NC(=O)C(C)Nc2ccc(S(=O)(=O)NC(C)=O)cc2)cc1 (stereo not drawn)
→ 0.6	4.7	-11.7	1.2	1.0	-18.1	3.2	-2.8	3.5
Cc1c(CC(=O)O)c(=O)oc2c(C)c(OCc3ccccc3Br)ccc12
→ -0.2	1.1	-12.7	-9.5	0.7	-4.0	-0.3	-1.6	5.7
CCC(C)(C)C1CCc2c(sc(NC(=O)c3ccccc3C(=O)O)c2C#N)C1 (stereo not drawn)
→ -1.4	8.4	-4.8	-10.0	-0.8	-17.8	5.8	-7.1	0.2
CC(C)(C)c1ccc(N2C(=O)CC(C/C=C/c3ccccc3)C2=O)cc1 (stereo not drawn)
→ -0.2	2.9	-23.1	2.5	0.7	-4.8	6.9	-3.4	-8.8
Cn1cccc1Cc1nnc(SCC(=O)NCC2CCCO2)n1CCc1ccccc1 (stereo not drawn)
→ -0.2	-1.1	-2.3	-1.6	0.2	-0.8	6.5	-5.9	6.8
Cc1nn(Cc2ccccc2)c(Cl)c1C(=O)OC1CCOC1=O (stereo not drawn)
→ 0.2	-5.2	-15.4	-6.7	1.2	3.8	2.2	-4.1	0.6
CC1CCCC(C)N1/N=C/c1ccc(C(=O)O)cc1 (stereo not drawn)
→ 1.3	3.3	-4.2	-0.4	1.4	-4.5	-0.4	4.7	0.9
Cc1ccccc1-n1c(-c2csc3ccccc23)n[nH]c1=S
→ -2.3	0.2	-20.4	-7.0	-1.5	-5.5	2.6	-6.7	-26.4
Cc1c[n+]([O-])ccc1[N+](=O)[O-]
→ x	-11.2	x	x	x	17.2	1.4	-2.0	-6.3
N#Cc1c(Nc2ccccc2C(F)(F)F)s[nH]c1=O
→ -0.1	-3.1	1.2	1.4	2.9	-14.2	1.3	-5.2	8.9

# One compound at a time (already shown). Order of screens: OXTR agonist	M1 PAM	CHO parental Ca	OXTR potentiate	V1R ag counter	M1 antag	TAAR1 ag	CHRM1 agonist	TAAR1 antag
# `CC(C)(C)c1ccc(N2C(=O)CC(C/C=C/c3ccccc3)C2=O)cc1` (stereo not drawn) as listed: -0.2	2.9	-23.1	2.5	0.7	-4.8	6.9	-3.4	-8.8
# `FC(F)(F)c1ccc(Cl)c(NC(=S)N/N=C/c2ccccc2Cl)c1` as listed: 0.1	4.2	-27.1	-9.2	-0.4	-1.6	3.6	-2.8	-32.1

# Carrying on.
# Results follow in this order: OXTR agonist	M1 PAM	CHO parental Ca	OXTR potentiate	V1R ag counter	M1 antag	TAAR1 ag	CHRM1 agonist	TAAR1 antag
CC(C)C(c1nnnn1CCc1ccccc1)N1CCC(C(N)=O)CC1 (stereo not drawn)
→ -1.0	2.8	13.1	-8.1	-1.2	4.5	11.1	-4.5	14.5
CCNS(=O)(=O)c1ccc(NC(=O)Nc2cccc(C(F)(F)F)c2)cc1
→ 1.9	-19.9	5.9	-5.8	2.2	28.9	33.3	-3.1	15.9
FC(F)(F)c1cccc(NC(=S)Nc2ccc(Cl)c(Cl)c2)c1
→ 6.2	-5.0	16.6	-15.2	3.2	4.5	12.2	6.5	14.5
COC(=O)CCCC1=CC2=C(c3ccccc3)C(=O)C(C)(OC(=O)C3CCCC3)C(=O)C2=CN1Cc1ccc(OC)cc1 (stereo not drawn)
→ -0.5	9.0	-14.3	-4.4	-0.4	-1.5	1.1	-9.1	3.7
Cc1c(NS(C)(=O)=O)c(=O)n(-c2ccccc2)n1C
→ -0.2	11.8	20.7	-7.4	1.6	-7.5	4.7	0.2	-10.6
NCCCCc1cn(CC(=O)N2CCNCC2)nn1
→ -0.1	11.1	-1.6	-5.8	-0.1	-17.5	4.2	0.4	-2.2
CCNC(=O)C1(C)CCCN(C(=O)c2sc(-c3ccccc3)nc2C)C1 (stereo not drawn)
→ x	4.4	x	x	x	-7.3	0.6	-0.5	-24.6
COc1cc2c(cc1OC)C(C)N(C(=O)Cc1ccc(C(F)(F)F)cc1)CC2 (stereo not drawn)
→ 1.4	13.2	-6.6	-14.1	2.6	-6.4	0.5	-2.5	-20.5
OC[C@@H]1CN(Cc2cccs2)C[C@H](n2cnc3c(Nc4ccccc4)ncnc32)O1
→ x	1.8	x	x	x	-4.9	1.6	-1.8	6.8
COc1ccccc1NC1=C(Cl)C(=O)OC1OC(=O)c1ccco1 (stereo not drawn)
→ 0.5	11.6	3.4	-0.1	0.8	-6.5	0.5	-7.3	-5.8
C[C@H]1COC(=O)[C@@H](NC(=O)OCC2c3ccccc3-c3ccccc32)C/C=C\C[C@H](CC(=O)NCCO)C(=O)N1
→ 0.8	-11.8	0.7	2.6	0.8	11.2	9.6	-9.0	14.1
CC(=O)Nc1ccc(NC(=O)C2Cc3c(-c4ccco4)ccnc3O2)cc1 (stereo not drawn)
→ x	16.9	x	x	x	-15.9	3.0	2.4	-10.6
CCCNS(=O)(=O)c1cccn1-c1ncc(C(F)(F)F)cc1Cl
→ -1.0	1.0	-5.0	-4.2	0.7	-25.3	3.7	-2.9	-21.2
CCOC(=O)C1=C(C)C(c2ccccc2)NC(=S)N1 (stereo not drawn)
→ -1.1	2.1	-13.1	0.7	-0.5	-6.7	3.3	-5.8	-3.4
